MrgX1 antagonist = human MrgX1 receptor antagonism, primary screen | Q96LB2 | MRGX1-HEK293 calcium flux, Fluo-4, BAM8-22 antagonism; hits give low values | B-score at 10 µM | hit rate 1.3% among 310,000 | AID 588676;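 active = calcium-response B-score plate-corrected more than 3 library SD below zero, starting fluorescence within 5 deviations, no agonist response on first addition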;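 also: peak minus trough fluorescence over baseline after final BAM8-22 challenge near maximal dose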
MrgX1 allo act = human MrgX1 positive allosteric modulation, primary screen; Q96LB2; MrgX1-HEK293, Fluo-4 calcium flux, FDSS; hits give high values; AID 588675; B-score at 10 µM; hit rate 0.63% among 310,000;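 active = plate-corrected calcium response at least 3 library SD above typical, normal starting fluorescence, not activating the receptor alone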;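 also: compound read alongside a low EC10 to EC30 dose of BAM8-22 agonist; peak minus trough fluorescence over baseline measured at the second addition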
MrgX1 agonist = activates human MrgX1 receptor signaling | AID 588627 | B-score at 10 µM | Q96LB2 | hit rate 0.44% among 310,000 | MrgX1-HEK293 cells, Fluo-4 calcium fluorescence, agonist mode; hits give high values;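 active = calcium response B-score plate-corrected fluorescence ratio at least 3 library SD, with starting fluorescence B-score inside 5 SD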
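Material: HEK293 cells stably expressing human MrgX1 receptor | Quantity: 15,000 cells per well | Times: Cells plated overnight, dye loaded 0.5 h 37 °C, 0.5 h room temperature | Measured by: Kinetic Fluo-4 NW fluorescence of intracellular calcium | Control set: Positive and negative controls per plate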
TRPC4 potent = allosteric potentiators of mouse TRPC4 channel | HEK293 TRPC4beta/mu-opioid, DAMGO EC20, Fluo-4 Ca2+ flux; hits give high values | B-score at 10 µM | hit rate 0.42% among 310,000 | AID 2227;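 active = B-score of calcium response area above 5 SD of library B-scores, with initial fluorescence ratio within 5 SD of library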;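 also: B-score of integrated fluorescence ratio over time as area under calcium response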
TMEM16A act = activates or potentiates the mouse TMEM16A chloride channel. Q8BHY3. HEK293 TMEM16A/YFP-H148Q/I152L, iodide quench fluorescence; hits give low values. B-score at 10 µM. hit rate 0.3% among 340,000. AID 623877;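 active = fluorescence-ratio B-score plate-corrected deviation score at least 3 library SD below zero, with starting fluorescence score within 5 deviations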;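 also: channel opened by trigger with iodide after compound preincubation; score built on the fluorescence ratio of max minus min over baseline; more negative score means more quench and so TMEM16A activation or potentiation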
TRPC4 act = opens the mouse TRPC4 cation channel | Q9QUQ5 | HEK293 TRPC4beta/mu-opioid, Fluo4 calcium fluorescence; hits give high values | B-score at 10 µM | hit rate 0.49% among 310,000 | AID 2237;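 active = B-score above 5 SD of library B-scores, and initial fluorescence ratio not above library mean plus 5 SD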;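 also: positive B-score marks a calcium rise read as TRPC4 activation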
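System: HEK293 cells stably co-expressing mouse TRPC4beta and mu-opioid receptor; Schedule: Fluo4 dye loading 45 min at room temperature, 110 s recording; Detection: Fluo4 fluorescence, kinetic; Evaluation: B-scored integrated calcium fluorescence ratio; Controls: buffer (low) and maximal DAMGO (high).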
TMEM16A inh = blocks the mouse calcium-activated chloride channel TMEM16A. HEK293 TMEM16A/YFP iodide influx fluorescence, ionomycin. normalized B-score (activity score, 25-100; higher = stronger inhibition) at 10 µM. hit rate 1.2% among 310,000. AID 588511;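 active = ratio plate-corrected score three or more library SD toward inhibition, starting fluorescence score within five deviations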;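 also: score derived from kinetic fluorescence span divided by baseline fluorescence per well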
RGS4 inh = inhibitors of human RGS4 | HEK293 M3R/RGS4 inducible, Fluo-4 calcium flux; hits give high values; triggered by carbachol at its EC20 | hit rate 0.45% among 310,000 | B-score at 10 µM | AID 463165;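 active = B-score, a plate-corrected calcium signal, over three deviations above library mean, with baseline fluorescence within five deviations of library mean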;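 also: RGS4 expression induced by doxycycline in cells with stable M3 receptor; B-score is computed from the integrated fluorescence ratio over baseline after carbachol; higher B-score means a larger calcium signal and so more RGS4 inhibition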
Target sequence (P49798 whole entry, looked up): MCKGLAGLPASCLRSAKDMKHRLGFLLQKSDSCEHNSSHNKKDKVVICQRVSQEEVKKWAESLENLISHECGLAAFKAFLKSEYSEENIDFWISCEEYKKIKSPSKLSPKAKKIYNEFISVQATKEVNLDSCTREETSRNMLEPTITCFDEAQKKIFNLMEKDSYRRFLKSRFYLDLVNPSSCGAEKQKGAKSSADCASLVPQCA
TRPC6 activator = activates the mouse TRPC6 cation channel; Q61143; HEK293-TRPC6 membrane potential dye fluorescence; hits give high values; B-score at 10 µM; hit rate 0.13% among 310,000;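 active = B-score of the integrated fluorescence ratio above library mean plus 3 SD, and starting fluorescence ratio within library mean plus 5 SD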;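 also: higher score means more depolarization so channel activation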
Target sequence (Q61143 whole entry, looked up): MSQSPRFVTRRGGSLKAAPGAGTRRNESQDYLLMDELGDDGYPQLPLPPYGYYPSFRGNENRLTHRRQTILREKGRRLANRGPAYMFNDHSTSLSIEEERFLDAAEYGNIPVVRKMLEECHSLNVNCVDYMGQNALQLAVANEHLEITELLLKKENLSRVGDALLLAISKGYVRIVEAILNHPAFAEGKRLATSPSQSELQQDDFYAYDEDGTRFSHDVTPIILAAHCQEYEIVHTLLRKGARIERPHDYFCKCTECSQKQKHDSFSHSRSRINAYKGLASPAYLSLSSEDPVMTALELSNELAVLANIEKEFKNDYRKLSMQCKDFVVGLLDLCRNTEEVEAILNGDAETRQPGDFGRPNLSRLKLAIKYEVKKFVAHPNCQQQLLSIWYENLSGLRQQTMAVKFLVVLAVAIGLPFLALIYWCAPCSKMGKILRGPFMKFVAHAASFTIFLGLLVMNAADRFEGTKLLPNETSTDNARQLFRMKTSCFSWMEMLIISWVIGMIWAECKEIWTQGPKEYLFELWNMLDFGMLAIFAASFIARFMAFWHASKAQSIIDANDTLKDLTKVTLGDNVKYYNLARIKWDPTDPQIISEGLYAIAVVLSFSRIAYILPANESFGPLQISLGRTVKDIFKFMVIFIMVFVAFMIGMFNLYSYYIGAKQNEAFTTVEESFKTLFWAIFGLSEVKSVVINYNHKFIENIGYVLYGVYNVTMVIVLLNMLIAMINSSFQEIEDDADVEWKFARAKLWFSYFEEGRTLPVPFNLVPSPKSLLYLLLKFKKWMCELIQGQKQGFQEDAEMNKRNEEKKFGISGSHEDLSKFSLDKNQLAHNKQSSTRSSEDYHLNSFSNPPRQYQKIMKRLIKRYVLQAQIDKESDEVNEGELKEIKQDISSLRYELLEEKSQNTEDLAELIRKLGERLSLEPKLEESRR
TRPC4 inh = TRPC4 (mouse) channel inhibition; Q9QUQ5; HEK293 TRPC4beta/mu-opioid, DAMGO-evoked Fluo4 calcium flux; hits give low values; B-score at 10 µM; hit rate 0.39% among 300,000; AID 2247;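 active = B-score over 3 SD under the library average, no early fluorescence shift, positive overall ratio signal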
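Test system – stable TRPC4beta/mu-opioid receptor HEK293 cells · Probe or stimulus – DAMGO, a submaximal dose followed by a maximal one · Dosing – one concentration per compound · Signal – Fluo4 calcium fluorescence by kinetic imaging, 5 s 1 Hz baseline · Evaluation – per-well B score of integrated baseline-normalized Fluo4 ratio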
TRPC6 inhibitor = mouse TRPC6 channel inhibition | HEK293-TRPC6, membrane potential dye, ACh-evoked depolarization; hits give low values | B-score at 10 µM | hit rate 1.1% among 310,000 | AID 2553;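 active = B-score under library mean minus 3 SD, initial fluorescence not abnormally high, positive integrated signal ratio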;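 also: B-score derived from integrated fluorescence ratio over the kinetic read; more negative B-score means stronger inhibition of depolarization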
The depositor's hits bear a star. This is a random part of the collection (roughly 5.8% active in at least one column).

COc1cc(C(=O)Nc2ccc(NC(=O)c3ccccc3Cl)nc2)cc(OC)c1OC was read as MrgX1 antagonist inactive, MrgX1 allo act inactive, MrgX1 agonist inactive, TRPC4 potent inactive, TMEM16A act inactive, TRPC4 act inactive, TMEM16A inh inactive, RGS4 inh inactive, TRPC6 activator inactive, TRPC4 inh inactive and TRPC6 inhibitor inactive.
For CC1Cc2ccccc2N1C(=S)Nc1ccc(S(N)(=O)=O)cc1 (configuration not stated) the results were MrgX1 antagonist inactive, MrgX1 allo act inactive, MrgX1 agonist inactive, TRPC4 potent inactive, TMEM16A act inactive, TRPC4 act inactive, TMEM16A inh 100*, RGS4 inh inactive, TRPC6 activator inactive, TRPC4 inh inactive and TRPC6 inhibitor inactive.
Screening CCCCNC(=S)NNC(=O)C1=NN(c2cc(C)ccc2C)C(=O)CC1 returned MrgX1 antagonist inactive, MrgX1 allo act inactive, MrgX1 agonist inactive, TRPC4 potent inactive, TMEM16A act inactive, TRPC4 act inactive, TMEM16A inh inactive, RGS4 inh inactive, TRPC6 activator inactive, TRPC4 inh inactive and TRPC6 inhibitor inactive.
`CCCCCN1N=C(C)CC1=O` gave MrgX1 antagonist inactive, MrgX1 allo act inactive, MrgX1 agonist inactive, TRPC4 potent inactive, TMEM16A act inactive, TRPC4 act inactive, TMEM16A inh inactive, RGS4 inh inactive, TRPC6 activator inactive, TRPC4 inh inactive and TRPC6 inhibitor inactive.
COCCC(=O)N1CCC(Oc2ccc(C(=O)NCCc3ccccn3)cc2)CC1 was read as MrgX1 antagonist inactive, MrgX1 allo act inactive, MrgX1 agonist inactive, TRPC4 potent inactive, TMEM16A act inactive, TRPC4 act inactive, TMEM16A inh inactive, RGS4 inh inactive, TRPC6 activator inactive, TRPC4 inh inactive and TRPC6 inhibitor inactive.
COc1ccccc1CN(C)CC(=O)NC1CCCc2ccccc21 (configuration not stated) was read as MrgX1 antagonist inactive, MrgX1 allo act inactive, MrgX1 agonist inactive, TRPC4 potent inactive, TMEM16A act inactive, TRPC4 act inactive, TMEM16A inh inactive, RGS4 inh inactive, TRPC6 activator inactive, TRPC4 inh inactive and TRPC6 inhibitor inactive.
Screening COc1ccc(C(=O)N=C2SC3CS(=O)(=O)CC3N2c2ccccc2)cc1OC (configuration not stated) returned MrgX1 antagonist inactive, MrgX1 allo act inactive, MrgX1 agonist inactive, TRPC4 potent inactive, TMEM16A act inactive, TRPC4 act inactive, TMEM16A inh inactive, RGS4 inh inactive, TRPC6 activator inactive, TRPC4 inh inactive and TRPC6 inhibitor inactive.
For Cc1c2cnn(CC(=O)O)c(=O)c2c(C)n1Cc1ccccc1 the results were MrgX1 antagonist inactive, MrgX1 allo act inactive, MrgX1 agonist inactive, TRPC4 potent inactive, TMEM16A act inactive, TRPC4 act inactive, TMEM16A inh inactive, RGS4 inh inactive, TRPC6 activator inactive, TRPC4 inh inactive and TRPC6 inhibitor inactive.
`CCN(CC)C(=O)CN1C(=O)c2cccc3cccc1c23` gave MrgX1 antagonist inactive, MrgX1 allo act inactive, MrgX1 agonist inactive, TRPC4 potent inactive, TMEM16A act inactive, TRPC4 act inactive, TMEM16A inh inactive, RGS4 inh inactive, TRPC6 activator inactive, TRPC4 inh inactive and TRPC6 inhibitor inactive.
Screening CCCn1c(C(CO)Nc2nc(C)cs2)nc2ccccc21 (configuration not stated) returned MrgX1 antagonist inactive, MrgX1 allo act inactive, MrgX1 agonist inactive, TRPC4 potent inactive, TMEM16A act inactive, TRPC4 act inactive, TMEM16A inh inactive, RGS4 inh inactive, TRPC6 activator inactive, TRPC4 inh inactive and TRPC6 inhibitor inactive.
CCCNS(=O)(=O)c1cc(CN2C(=O)c3cccnc3C2=O)ccc1OC was read as MrgX1 antagonist inactive, MrgX1 allo act inactive, MrgX1 agonist inactive, TRPC4 potent inactive, TMEM16A act inactive, TRPC4 act inactive, TMEM16A inh inactive, RGS4 inh inactive, TRPC6 activator inactive, TRPC4 inh inactive and TRPC6 inhibitor inactive.
Screening COC(=O)c1ccccc1NC(=O)CSc1nc(-c2ccco2)cc(C(F)(F)F)n1 returned MrgX1 antagonist inactive, MrgX1 allo act inactive, MrgX1 agonist inactive, TMEM16A act inactive and TMEM16A inh inactive.
Cn1c(N2CCOCC2)nc(-c2ccccc2)c1-c1ccccc1 was read as MrgX1 antagonist inactive, MrgX1 allo act inactive, MrgX1 agonist inactive, TRPC4 potent inactive, TMEM16A act inactive, TRPC4 act inactive, TMEM16A inh inactive, RGS4 inh inactive, TRPC6 activator inactive, TRPC4 inh inactive and TRPC6 inhibitor inactive.
Screening O=C(Nc1nc(-c2cccnc2)cs1)c1ccccc1F returned MrgX1 antagonist inactive, MrgX1 allo act inactive, MrgX1 agonist inactive, TRPC4 potent inactive, TMEM16A act inactive, TRPC4 act inactive, TMEM16A inh inactive, RGS4 inh inactive, TRPC6 activator inactive, TRPC4 inh inactive and TRPC6 inhibitor inactive.
Cn1c(SCc2ccc(Br)cc2)nnc1-c1ccccn1 was read as MrgX1 antagonist inactive, MrgX1 allo act inactive, MrgX1 agonist inactive, TRPC4 potent inactive, TMEM16A act inactive, TRPC4 act inactive, TMEM16A inh inactive, RGS4 inh inactive, TRPC6 activator inactive, TRPC4 inh inactive and TRPC6 inhibitor inactive.
Screening Cc1cc(C)c2oc(C(=O)Nc3ccc(S(=O)(=O)Nc4nccs4)cc3)cc(=O)c2c1 returned MrgX1 antagonist inactive, MrgX1 allo act inactive, MrgX1 agonist inactive, TRPC4 potent inactive, TMEM16A act inactive, TRPC4 act inactive, TMEM16A inh inactive, RGS4 inh inactive, TRPC6 activator inactive, TRPC4 inh inactive and TRPC6 inhibitor inactive.
`O=C(CCC1CCCCC1)Nc1ncn[nH]1` gave MrgX1 antagonist inactive, MrgX1 allo act inactive, MrgX1 agonist inactive, TRPC4 potent inactive, TMEM16A act inactive, TRPC4 act inactive, TMEM16A inh inactive, RGS4 inh inactive, TRPC6 activator inactive, TRPC4 inh inactive and TRPC6 inhibitor inactive.
For CCc1ccc(NC(=O)C(=O)N/N=C(\C)CC(=O)NCc2ccc(Cl)cc2)cc1 the results were MrgX1 antagonist inactive, MrgX1 allo act inactive, MrgX1 agonist inactive, TRPC4 potent inactive, TMEM16A act inactive, TRPC4 act inactive, TMEM16A inh inactive, RGS4 inh inactive, TRPC6 activator inactive, TRPC4 inh inactive and TRPC6 inhibitor inactive.
Screening CCC(C)(C)n1nnnc1C(c1cc2cc(OC)ccc2[nH]c1=O)N1CCc2ccccc21 (configuration not stated) returned MrgX1 antagonist inactive, MrgX1 allo act inactive, MrgX1 agonist inactive, TRPC4 potent inactive, TMEM16A act inactive, TRPC4 act inactive, TMEM16A inh inactive, RGS4 inh inactive, TRPC6 activator inactive, TRPC4 inh inactive and TRPC6 inhibitor inactive.
O=C(C[n+]1cc[nH]c1)c1ccc(Cl)cc1 was read as MrgX1 antagonist inactive, MrgX1 allo act inactive, MrgX1 agonist inactive, TRPC4 potent inactive, TMEM16A act inactive, TRPC4 act inactive, TMEM16A inh inactive, RGS4 inh inactive, TRPC6 activator inactive, TRPC4 inh inactive and TRPC6 inhibitor inactive.
For CC(=O)Nc1ccc(NC(=O)c2ccccc2N(Cc2ccccc2)S(C)(=O)=O)cc1 the results were MrgX1 antagonist inactive, MrgX1 allo act inactive, MrgX1 agonist inactive, TRPC4 potent inactive, TMEM16A act inactive, TRPC4 act inactive, TMEM16A inh inactive, RGS4 inh inactive, TRPC6 activator inactive, TRPC4 inh inactive and TRPC6 inhibitor inactive.
CCCCNC(=O)C1CCCN(S(=O)(=O)c2c(C)noc2/C=C/c2cccs2)C1 (configuration not stated) was read as MrgX1 antagonist inactive, MrgX1 allo act inactive, MrgX1 agonist inactive, TRPC4 potent inactive, TMEM16A act inactive, TRPC4 act inactive, TMEM16A inh inactive, RGS4 inh inactive, TRPC6 activator inactive, TRPC4 inh inactive and TRPC6 inhibitor inactive.
CCOC(=O)CSc1nc2ccccc2c(=O)n1CCN1CCOCC1 was read as MrgX1 antagonist inactive, MrgX1 allo act inactive, MrgX1 agonist inactive, TRPC4 potent inactive, TMEM16A act inactive, TRPC4 act inactive, TMEM16A inh inactive, RGS4 inh inactive, TRPC6 activator inactive, TRPC4 inh inactive and TRPC6 inhibitor inactive.
Screening CCOC(=O)c1c(-c2ccc(C)o2)csc1NC(=S)NC(=O)c1ccc(F)cc1 returned MrgX1 antagonist inactive, MrgX1 allo act inactive, MrgX1 agonist inactive, TRPC4 potent inactive, TMEM16A act inactive, TRPC4 act inactive, TMEM16A inh inactive, RGS4 inh inactive, TRPC6 activator inactive, TRPC4 inh inactive and TRPC6 inhibitor inactive.
`CC(=O)N1N=C(c2ccncc2)CC1c1ccccc1O` (configuration not stated) gave MrgX1 antagonist -7.5*, MrgX1 allo act inactive, MrgX1 agonist inactive, TRPC4 potent inactive, TMEM16A act inactive, TRPC4 act inactive, TMEM16A inh inactive, RGS4 inh inactive, TRPC6 activator inactive, TRPC4 inh inactive and TRPC6 inhibitor inactive.
COc1ccc(CCNC(=O)C2CCCCC2C(=O)O)cc1OC (configuration not stated) was read as MrgX1 antagonist inactive, MrgX1 allo act inactive, MrgX1 agonist inactive, TRPC4 potent inactive, TRPC4 act inactive, TMEM16A inh inactive, RGS4 inh inactive, TRPC6 activator inactive, TRPC4 inh inactive and TRPC6 inhibitor inactive.
For COc1ccc(N2CCN(c3ccc([N+](=O)[O-])cc3Cl)CC2)cc1 the results were MrgX1 antagonist inactive, MrgX1 allo act inactive, MrgX1 agonist inactive, TRPC4 potent inactive, TMEM16A act inactive, TRPC4 act inactive, TMEM16A inh inactive, RGS4 inh inactive, TRPC6 activator inactive, TRPC4 inh inactive and TRPC6 inhibitor inactive.
CC[N+](C)(CC)CCOC(=O)C1c2ccccc2Oc2ccccc21 was read as MrgX1 antagonist inactive, MrgX1 allo act inactive, MrgX1 agonist inactive, TMEM16A act inactive and TMEM16A inh inactive.

High-throughput results (PubChem BioAssay)
